# USP2a inh: USP2a (human) protease inhibition; O75604; USP2 core, Ub-CHOP2 coupled fluorogenic reporter, 485/531; Potency, µM (doses to about 38.3 µM), for inactives: at the top dose activity change, negative = inhibition, actives largely listed as inhibitors; 330,000 compounds, 0.01% hits; AID 463254;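 also: potency is read from the fitted curve at half-maximal effect; plate controls were DMSO wells for no effect and full inhibition by NEM control for full effect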
# Target sequence (O75604 whole entry, looked up): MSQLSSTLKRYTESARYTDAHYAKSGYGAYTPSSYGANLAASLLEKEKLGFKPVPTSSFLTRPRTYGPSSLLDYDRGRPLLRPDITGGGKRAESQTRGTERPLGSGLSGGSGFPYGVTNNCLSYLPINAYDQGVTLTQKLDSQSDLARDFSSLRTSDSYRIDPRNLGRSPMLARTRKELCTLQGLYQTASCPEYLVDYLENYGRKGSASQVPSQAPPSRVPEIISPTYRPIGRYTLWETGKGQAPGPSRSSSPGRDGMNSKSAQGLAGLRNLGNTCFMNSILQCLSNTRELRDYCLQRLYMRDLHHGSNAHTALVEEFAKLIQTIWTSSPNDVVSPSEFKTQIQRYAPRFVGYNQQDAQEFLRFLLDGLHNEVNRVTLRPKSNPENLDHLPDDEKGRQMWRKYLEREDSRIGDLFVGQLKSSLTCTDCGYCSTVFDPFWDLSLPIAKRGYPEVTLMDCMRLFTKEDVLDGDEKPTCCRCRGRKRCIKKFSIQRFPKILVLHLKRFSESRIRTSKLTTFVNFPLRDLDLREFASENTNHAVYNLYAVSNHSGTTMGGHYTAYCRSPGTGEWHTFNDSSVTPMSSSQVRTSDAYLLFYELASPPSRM
#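 Deubiquitinase activity read as fluorescence (485/531 nm) after Ub-CHOP2 cleavage activates the enterokinase reporter on its substrate; USP2 core 10nM, Ub-CHOP2 and substrate 25nM each, 30min compound preincubation then 60min RT; data normalized to NEM, curves fitted.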
# a7 integrin act: integrin-mediated muscular dystrophy alleviation activation; Potency, µM (doses to about 38.3 µM), without a hit: at the top dose activation, actives largely listed as activators; 350,000 compounds, 0.064% hits; alpha7betagal myoblasts, beta-gal FDG fluorescence, 48 h;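 also: potency is read from the fitted curve at half-maximal effect; 100% = response of the positive control SU9516; nearly all actives have a fitted effect of over 60% in size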
#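 alpha7betagal+/- myoblasts (passage 13, 250/well) treated 48 h at 37C with compounds at 1:260 dilution of DMSO stock. Lysed, then beta-galactosidase activity read as FDG fluorescence (ex 480/em 540) after 30 min, with pre-read for autofluorescence.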
# ELG1 genotox: inducers of genotoxicity in HEK293T ELG1-luciferase cells | HEK293T ELG1-luciferase reporter, luminescence, 16 h | 330,000 compounds, 1.3% hits | Potency, µM (series often up to 46 µM), for inactives: at the highest dose activity change, positive = activation, usual class: activators; also: potency is read from the fitted curve at half-maximal effect; % of control where 0% means no effect; nearly all actives have a fitted effect of over 60% in size
#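 ELG1-luciferase HEK293T cells, 2,000/well; compound pinned in; 16 hr, 37 °C, 5% CO2; ONE-Glo, 30 min RT; luminescence on CCD imager.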
# p53 reactivator: mutant p53 re-activation in reporter cells; H1299 p53-A138V BP100-luciferase reporter, luminescence, 24 h; Potency, µM (titrated, usually from 92.2 µM), inactives show top-dose activity change, positive = activation, usual class: activators; 320,000 compounds, 0.063% hits; also: potency is read from the fitted curve at half-maximal effect; % of control where 0% means no effect; nearly all actives have a fitted effect of over 45% in size
#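 p53-null H1299 cells stably carrying temperature-sensitive p53-A138V and a BP100-luciferase reporter were pinned with compounds (4-point, 1:5 series) and held 24 hrs at 37 deg C. Luminescence was read 10 min after detection reagent.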
# PTAP TSG101 blk: blocks PTAP/TSG101 interaction to inhibit HIV-1 budding; Q99816; Fluorescence polarization, FITC-PTAP peptide / Tsg101 binding; Potency, µM (highest dose often 115 µM), inactives show at the top dose activity change, negative = inhibition, most hits filed as inhibitors; 340,000 tested, under 10 active; active = well fitted inhibition curve with a large enough effect in the main read-out, with a control signal flat, not every such curve was filed as active; inconclusive = small, poorly fitted or top-dose-only effect, or effect the other way, or a change in a side signal; inactive = no such curve, though single readings can be large or run the other way; also: potency is read from the fitted curve at half-maximal effect; % of control where 0% means no effect
# Target sequence (Q99816 whole entry, looked up): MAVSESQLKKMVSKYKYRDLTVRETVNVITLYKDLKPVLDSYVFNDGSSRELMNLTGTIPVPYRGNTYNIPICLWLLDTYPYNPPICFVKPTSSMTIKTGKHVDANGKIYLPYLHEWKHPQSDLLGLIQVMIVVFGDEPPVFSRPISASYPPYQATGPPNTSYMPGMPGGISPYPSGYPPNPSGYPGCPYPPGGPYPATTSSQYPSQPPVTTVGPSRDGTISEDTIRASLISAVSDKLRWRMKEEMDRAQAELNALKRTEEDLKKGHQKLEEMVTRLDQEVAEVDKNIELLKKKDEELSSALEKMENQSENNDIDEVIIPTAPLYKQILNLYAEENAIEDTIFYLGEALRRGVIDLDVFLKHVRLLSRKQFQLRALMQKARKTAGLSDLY
#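 Fluorescence polarization binding of Tsg101 binding domain (10 uM final) to FITC-labeled PTAP peptide (50 nM final) in HEPES pH 7.5 buffer with NaCl, Tween 20, EDTA, TCEP. Compounds added before peptide; binding 20 min at RT.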
# Eya2 phos inh: Eya2 (human) phosphatase inhibition | recombinant Eya2, OMFP fluorescence dephosphorylation (OMFP is methylfluorescein phosphate) | O00167 | 330,000 compounds, 0.006% hits | AID 488837 | Potency, µM (top dose mostly 76.9 µM), inactives show top-dose activity, negative = inhibition, actives largely listed as inhibitors; also: potency is read from the fitted curve at half-maximal effect; % is scaled to controls: 0 for no effect and ±100 for the full control effect
#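 Eya2 (0.2 uM) preincubated 10 min at ambient with compound, then OMFP substrate added at 50 uM; 10 min reaction in 50 mM HEPES pH 7.5, 50 mM NaCl, 5 uM MgCl2, 0.05% BSA, 1 mM DTT. Fluorescence read at Ex 485/Em 525 nm.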
# BRCA1 expr up: increases BRCA1 expression; MCF7-BRCA1-FFLuc reporter, luminescence, 48 h; response scale: scaled: vehicle 0%, 10 µM genistein 100%; AID 624202; Potency, µM (titrated, usually from 46.1 µM), inactives show at the top dose activation, hits mostly activators; 380,000 compounds, 1.1% hits; also: potency is read from the fitted curve at half-maximal effect; nearly all actives have a fitted effect of over 80% in size; some results filed as inactive show a strong effect at the top dose
#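 First, MCF7-BRCA1-FFLuc cells (2000/well) attach for 2 h; next, compounds are pin-added and incubated 48 h at 37 °C; finally, luciferase reagent is added and luminescence read after 15 min.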
# TRPV1 agonist: agonists of human vanilloid receptor 1 (TRPV1); Q8NER1; activation, % at 8.33 µM; AID 540275; 320,000 compounds, 0.19% hits; TRPV1-expressing cells, Fluo-8 calcium influx, agonist mode; in the data active = activation above about 80%; inconclusive = between about 30% and that limit; also: 0% is about no effect
#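 Cells expressing TRPV1 were dye-loaded with Fluo-8 and read kinetically: 10 s baseline, 3 min after compound (agonist portion), then 2 min after EC20 capsaicin (allosteric enhancer portion). Calcium-bound dye fluorescence at 480/520 nm.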
# uPA generation: blocks generation of uPA at the cell surface; cell surface uPA generation assay, qHTS; Potency, µM (highest dose often 38.3 µM), without a hit: at the top dose activity change, negative = inhibition, hits mostly inhibitors; 330,000 compounds, 0.31% hits; active = well fitted inhibition curve with a large enough effect; inconclusive = small, poorly fitted or top-dose-only effect; inactive = no such curve, though single readings can be large or run the other way; tested in mouse RAW 264.7 cells; also: potency is read from the fitted curve at half-maximal effect; % is scaled to controls: 0 for no effect and ±100 for the full control effect; nearly all actives have a fitted effect of over 55% in size
# B2AR arrestin: agonists driving beta-arrestin recruitment to human beta2-adrenergic receptor; P07550; beta-arrestin recruitment to beta2AR, cell-based reporter; Potency, µM (titrated, usually from 46.1 µM), for the others: at the top dose activation, actives largely listed as activators; 330,000 compounds, 0.02% hits;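 also: potency is read from the fitted curve at half-maximal effect; 0% = DMSO controls and full agonism = EC100 isoproterenol or metaproterenol; nearly all actives have a fitted effect of over 65% in size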
# ASM inhibitor: human S-ASM enzyme inhibition. P17405. placental ASM, HMU-PC fluorogenic substrate, 60 min. Potency, µM (highest dose often 57.5 µM), without a hit: at the top dose activity change, negative = inhibition, actives largely listed as inhibitors. 340,000 compounds, 0.006% hits. AID 504937; also: potency is read from the fitted curve at half-maximal effect
#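 Human placenta-derived ASM enzyme was preincubated with compound for 10 minutes at room temperature, then given fluorogenic substrate HMU-PC0 (9 uM final) for 60 minutes at 37 °C; a pH 10 stop preceded fluorescence reading at Ex 386/Em 447 nm.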
# The depositor's hits bear a star; ? = inconclusive; / = no result given; [ ] = another dose, or the depositor's remark. Unless noted, calls follow the shape of the dose curve; as a rule, active = well fitted curve in the direction sought with a large enough effect; inconclusive = small, poorly fitted or top-dose-only effect, or another doubt; inactive = no such curve, though single readings can be large; an effect the other way counts as inactive or inconclusive.
entry	smiles	USP2a inh	a7 integrin act	ELG1 genotox	p53 reactivator	PTAP TSG101 blk	Eya2 phos inh
1	CN(C(=O)CSc1nnc(-c2c[nH]c3ccccc23)n1C1CC1)C1CCS(=O)(=O)C1 (stereo unspecified)	1%	18%	2%	4%	-3%	14%
2	O=C(O)c1cccc(NS(=O)(=O)c2ccc(Oc3ccc(S(=O)(=O)Nc4cccc(C(=O)O)c4)cc3)cc2)c1	/	5%	/	/	-4%	/
3	CCn1cc(C(=O)N[C@@H](CCSC)C(=O)NC(C)(C)CO)c(=O)c2cc3c(cc21)OCO3	3%	4%	4%	4%	-8%	9%
4	CCOc1ccc(NC(=O)CSc2nc(N3CCOCC3)nc(N3CCOCC3)n2)cc1	1%	-15%	2%	-4%	1%	-6%
5	CCOC(=O)c1sc2nc(NC(=O)C(C)(C)C)sc2c1C	-1%	-30%	2.6µM*	?	0%	-27%
6	Cc1ccc(-c2n[nH]c(=S)n2/N=C/c2ccc(C)s2)cc1	-1%	8%	-2%	2%	-3%	5%
7	CC(C)(CO)NC(=O)C(Cc1ccccc1)N1C(=O)c2ccccc2C1=O (stereo unspecified)	-1%	11%	0%	5%	0%	1%
8	COc1ccc(/C=N\NC(=O)c2cc(OCC(F)(F)F)ccc2OCC(F)(F)F)cc1	1%	0%	3%	5%	-3%	-8%
9	Cc1ccc(S(=O)(=O)N2CCOCC2)cc1C(=O)OCC(=O)NC1CC1	-6%	-8%	-3%	2%	-6%	-4%
10	CC/C(=N/Nc1cccc(C)c1)c1cnnc(SC)n1	6%	20%	?	-16%	?	-6%
11	CSc1nc(-c2ccccc2)nc(SC)c1C(C)=O	-1%	-4%[7.66 µM]	-5%	-1%	-4%	11%
12	Cc1cc(N2CCCC2)nc2ccc(NC(=S)NCCCOC(C)C)cc12	5%	-8%	1%	-3%	-10%	-6%
13	COc1ccc(CSc2nnnn2C)cc1F	1%	5%	-1%	13%	-6%	27%[15.4 µM]
14	CCN(c1ccccc1)c1cc(C)nc2ncnn12	0%	-20%	2%	-4%	-1%	-6%
15	N/C(=N\OC(=O)COc1ccc(Br)cc1Cl)c1cccnc1	-1%	29%	?	?	-5%	-1%

entry	BRCA1 expr up	TRPV1 agonist	uPA generation	B2AR arrestin	ASM inhibitor
1	2%	2	-2%	0.1%	0%
2	-2%	/	0%	/	10%
3	-3%	-1	-3%	0.0%	7%
4	-1%	1	1%	0.2%	-1%
5	3%	/	?	-0.9%	200%[activator]
6	-44%	13	-3%	-0.7%	-4%
7	-4%	0	-5%	-1.0%	-2%
8	-27%	2	-8%	-0.2%	-1%
9	0%	-1	8%	-0.2%	-1%
10	-53%	2	3%	-0.1%	-8%
11	-4%	-1	/	0.1%	-14%
12	0%	2	?	0.2%	243%[activator]
13	6%	0	0%	0.6%	2%
14	6%	1	-11%	-0.9%	-1%
15	?	-2	-8%	3.7%	1%

# (listing goes on)
entry	smiles	USP2a inh	a7 integrin act	ELG1 genotox	p53 reactivator	PTAP TSG101 blk	Eya2 phos inh
16	CN(CC1COc2ccccc2O1)C(=O)CSc1nncs1 (stereo unspecified)	3%	-8%	9%	10%	-3%	6%
17	O=c1cc(N2CCN(Cc3ccccc3)CC2)c(-c2ccccc2)n[nH]1	0%	-7%	4%	-5%	-1%	-13%
18	CCOC(=O)C1CCN(S(=O)(=O)c2ccc(C(C)=O)cc2)CC1	-1%	9%	-3%	-4%	-4%	-3%
19	O=C(Nc1ccccc1Cl)NC1(C(=O)NCCCN2CCOCC2)CCCCC1	-2%	-12%	4%	13%	-2%	-6%
20	O=C(CCc1nc2ccccc2c(=O)[nH]1)OCc1cccc(C(F)(F)F)c1	1%	-5%	0%	-8%	-1%	3%
21	Cc1ccc(NC(=O)CN(C)C(=O)c2ccc3[nH]c4c(c3c2)CC(C)CC4)cc1 (stereo unspecified)	-1%	-62%[inhibitor]	-3%	-12%	-3%	12%
22	O=C(O)C1CCN(C(=O)c2ccccc2N2C(=O)[C@@H]3Cc4c([nH]c5ccccc45)C(c4cccc(Cl)c4)N3C2=O)CC1 (stereo partly specified)	0%	-5%	1%	/	-7%	-11%
23	CCCNC(=O)Nc1ccc2c(c1)N(C)C(=O)c1ccccc1S2	4%	-19%	-1%	-7%	-5%	8%
24	O=C(C1=COCCO1)N1CCN(c2nc3ccc([N+](=O)[O-])cc3s2)CC1	3%	9%	-1%	3%	2%	-12%
25	CC(=O)c1ccc(N(C(=O)CNC(=O)c2ccco2)C(C(=O)NCC2CCCO2)c2ccccc2)cc1 (stereo unspecified)	3%	43%	-5%	0%	-4%	-4%
26	Clc1ncccc1-c1nc2ccccc2s1	2%	-23%	?	15%	-3%	1%
27	Cc1cccc(C)c1NC(=O)CSc1nnc(Cc2ccccc2)o1	-3%	17%	1%	1%	-3%	2%
28	O=C(CC(=O)NC1CCCCC1)N/N=C/c1ccccc1[N+](=O)[O-]	0%	13%	?	/	-3%	4%
29	Cn1c(SCc2c(Cl)cccc2Cl)nnc1-c1cccs1	2%	-4%	5%	2%	-3%	-4%
30	CCN1CCN(CCOc2ccccc2OCc2ccccc2)CC1	0%	-44%	-7%	-5%	-10%	5%

entry	BRCA1 expr up	TRPV1 agonist	uPA generation	B2AR arrestin	ASM inhibitor
16	22%	/	4%	-0.4%	4%
17	3%	2	0%	0.0%	-2%
18	-22%	3	6%	0.0%	1%
19	-6%	3	1%	-0.1%	2%
20	-17%	1	-4%	-0.5%	-4%
21	-45%	1	-12%	-0.1%	-21%
22	0%	1	1%	-4.2%	-3%
23	-26%	7	8%	0.1%	-1%
24	0%	-1	15%	0.1%	-2%
25	-17%	-1	-3%	0.4%	1%
26	?	9	0%	0.4%	0%
27	6%	5	2%	0.2%	4%
28	62%	-3	-3%	0.3%	1%
29	69%	3	-5%	-0.5%	2%
30	-9%	-1	3%	0.3%	3%

# Continuation.
entry	smiles	USP2a inh	a7 integrin act	ELG1 genotox	p53 reactivator	PTAP TSG101 blk	Eya2 phos inh
31	CCC(C)c1ccc(-c2cc(C(=O)OCC(=O)Nc3cc(C)on3)c3ccccc3n2)cc1 (stereo unspecified)	-1%	-8%	1.8µM*	11%	-3%	9%
32	O=C(c1cccnc1)N1CCN(Cc2cccc(Br)c2)CC1	-3%	16%	-8%	-14%	1%	-23%
33	Cc1nn(C)c(C(=O)N/N=C/c2ccccc2)c1[N+](=O)[O-]	0%	-15%	0%	1%	-2%	-5%
34	O=c1ncn(-c2cccc([N+](=O)[O-])c2)c2ccccc12	/	10%	/	/	-11%	/
35	CC1=CC(=O)C2=C(C)CC[C@@H]3[C@H](OC(=O)[C@H]3C)[C@@H]12	6%	-18%	2%	1%	-1%	-2%
36	Cc1ccccc1-c1nnc(-c2ccc(Cl)cc2)o1	3%	15%	16µM*	?	-5%	4%
37	O=C(c1ccco1)N1CCN(C2CC(=O)N(c3ccc4c(c3)OCO4)C2=O)CC1 (stereo unspecified)	4%	23%	-3%	13%	-3%	0%

entry	BRCA1 expr up	TRPV1 agonist	uPA generation	B2AR arrestin	ASM inhibitor
31	?	-1	-11%	-0.2%	185%[activator]
32	-3%	1	7%	0.2%	-5%
33	-2%	9	-1%	-0.7%	1%
34	0%	/	-2%	/	-3%
35	0%	0	-16%	-0.4%	8%
36	77%	-3	4%	-1.1%	-2%
37	4%	0	-1%	-0.3%	-1%

# Full records, looked up by structure. Order of values: USP2a inh, a7 integrin act, ELG1 genotox, p53 reactivator, PTAP TSG101 blk, Eya2 phos inh, BRCA1 expr up, TRPV1 agonist, uPA generation, B2AR arrestin, ASM inhibitor
# Shown for O=c1ncn(-c2cccc([N+](=O)[O-])c2)c2ccccc12 → /, 10%, /, /, -11%, /, 0%, /, -2%, /, -3%
# Shown for O=C(c1cccnc1)N1CCN(Cc2cccc(Br)c2)CC1 → -3%, 16%, -8%, -14%, 1%, -23%, -3%, 1, 7%, 0.2%, -5%
# Shown for CC1=CC(=O)C2=C(C)CC[C@@H]3[C@H](OC(=O)[C@H]3C)[C@@H]12 → 6%, -18%, 2%, 1%, -1%, -2%, 0%, 0, -16%, -0.4%, 8%
# Shown for O=C(c1ccco1)N1CCN(C2CC(=O)N(c3ccc4c(c3)OCO4)C2=O)CC1 (stereo unspecified) → 4%, 23%, -3%, 13%, -3%, 0%, 4%, 0, -1%, -0.3%, -1%

# Screens: PubChem, National Center for Advancing Translational Sciences (NCATS)
